SMN2 splice up = SMN2 splice variant enhancement | HEK293 SMN2-luciferase splicing reporter, luminescence, 30-36 h | Potency, µM (titrated, usually from 46.1 µM), for the others: at the top dose activity change, positive = activation, actives largely listed as activators | 2.8% of 210,000 active | AID 1458; also: % of control where 0% means no effect; nearly all actives have a fitted effect of over 55% in size
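HEK293 cells carry an SMN2 […]–luciferase reporter in which exon 7 inclusion puts luciferase in frame. Cells were plated 10-12 h before compound addition, then incubated 30-36 h at 37C. ONE-Glo luminescence was read; sodium butyrate at 4.5 mM final served as control.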
KDM4E inh = JMJD2E (human) inhibition. B2RXH2. JMJD2E catalytic domain, FDH-coupled NADH fluorescence (FDH is formaldehyde dehydrogenase). Potency, µM (series often up to 57.1 µM), for inactives: at the top dose activity change, negative = inhibition, hits mostly inhibitors. 1.6% of 230,000 active. AID 2147; active = well fitted inhibition curve with a large enough effect, not every such curve was filed as active; inconclusive = small, poorly fitted or top-dose-only effect, or another doubt; inactive = no such curve, though single readings can be large or run the other way;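 also: 0% = wells with enzyme and -100% = buffer wells without enzyme; nearly all actives have a fitted effect of over 50% in size; many of its hits are not listed in these tables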
Target sequence (B2RXH2 1-337 limits assumed): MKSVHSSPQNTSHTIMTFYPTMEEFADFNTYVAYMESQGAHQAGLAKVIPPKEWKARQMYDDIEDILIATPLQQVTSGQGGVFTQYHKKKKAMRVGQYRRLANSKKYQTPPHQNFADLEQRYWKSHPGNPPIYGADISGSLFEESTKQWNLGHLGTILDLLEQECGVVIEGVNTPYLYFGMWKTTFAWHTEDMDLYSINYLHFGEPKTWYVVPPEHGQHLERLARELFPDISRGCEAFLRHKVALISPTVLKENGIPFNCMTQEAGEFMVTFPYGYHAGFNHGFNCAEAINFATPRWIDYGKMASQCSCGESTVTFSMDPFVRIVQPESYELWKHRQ
KinaseGlo FLuc = Kinase-Glo luciferase inhibition (counter-screen). Kinase-Glo luciferase, ATP luminescence, 8 min. Potency, µM (highest dose often 38.3 µM), inactives show at the highest dose activity change, negative = inhibition, usual class: inhibitors. 0.28% of 200,000 active. Q27757; also: % is scaled to controls: 0 for no effect and ±100 for the full control effect; nearly all actives have a fitted effect of over 60% in size
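Kinase-Glo luciferase light output from ATP and luciferin was measured with 10 uM ATP, within the enzyme's linear range. Buffer: 50 mM imidazole pH 7.2, 50 mM KCl, 7 mM MgCl2, 0.01% Tween 20, 0.05% BSA; luminescence read after 8 min at ambient temperature.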
RECQ1 inh = blocks DNA unwinding by human RECQ1; P46063; Potency, µM (top dose mostly 57.3 µM), for inactives: at the highest dose activity, negative = inhibition, most hits filed as inhibitors; AID 2549; RECQ1 DNA unwinding, red fluorescence kinetic read; 0.54% of 240,000 active;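 also: plate controls were vehicle for no effect and no enzyme for full effect; nearly all actives have a fitted effect of over 30% in size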
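RECQ1T1 50 nM; forked duplex (20 bp + 30-nt ss tails) 200 nM, ATP 2 mM final; pH 8.0, 2 mM MgCl2, 2.5 ug/ml poly(dI-dC); 15 min compound preincubation; discontinuous kinetic read over 2 h at RT.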
ALDH1A1 inh = blocks purified human ALDH1A1 activity; Purified ALDH1A1, NADH fluorescence, propionaldehyde substrate; Potency, µM (series often up to 75.3 µM), inactives show at the top dose activity, negative = inhibition, most hits filed as inhibitors; 7.3% of 220,000 active; AID 1030; active = well fitted inhibition curve with a large enough effect, not every such curve was filed as active; inconclusive = small, poorly fitted or top-dose-only effect, or another doubt; inactive = no such curve, though single readings can be large or run the other way;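 also: plate controls were no enzyme wells and a reference inhibitor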
Target sequence (P00352 whole entry, looked up): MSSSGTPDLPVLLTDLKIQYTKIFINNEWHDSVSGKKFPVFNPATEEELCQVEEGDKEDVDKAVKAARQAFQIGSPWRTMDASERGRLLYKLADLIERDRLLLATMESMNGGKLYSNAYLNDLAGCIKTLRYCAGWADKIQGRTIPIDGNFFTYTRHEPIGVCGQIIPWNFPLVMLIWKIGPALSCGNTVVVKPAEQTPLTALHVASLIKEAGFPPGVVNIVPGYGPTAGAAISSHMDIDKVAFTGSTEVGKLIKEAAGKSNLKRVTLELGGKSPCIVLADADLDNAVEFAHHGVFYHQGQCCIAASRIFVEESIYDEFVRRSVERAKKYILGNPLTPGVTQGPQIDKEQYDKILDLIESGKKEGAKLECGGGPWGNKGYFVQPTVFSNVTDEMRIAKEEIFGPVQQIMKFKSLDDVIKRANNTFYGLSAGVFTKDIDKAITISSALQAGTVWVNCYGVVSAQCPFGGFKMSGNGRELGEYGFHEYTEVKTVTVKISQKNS
L3MBTL1 inh = L3MBTL1 (human) inhibition | Q9Y468 | AlphaScreen L3MBTL1–H3K9me1 peptide binding | Potency, µM (top dose mostly 57.1 µM), for inactives: at the highest dose activity, negative = inhibition, usual class: inhibitors | 0.66% of 230,000 active | AID 485360; also: % is scaled to controls: 0 for no effect and ±100 for the full control effect; nearly all actives have a fitted effect of over 60% in size
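L3MBTL1 (50 nM) pre-complexed 30 min with biotinylated H3(1-15)K9me1 peptide (75 nM), then compounds added for 30 min at room temperature; AlphaScreen streptavidin donor/nickel chelate acceptor beads (10 ug/mL final) read after 30 min dark incubation.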
Lamin A splicing = changes lamin A minigene splicing in HeLa cells | HeLa LMNA splicing GFP/RFP minigene ratio, 48 h | Potency, µM (highest dose often 46.1 µM), for the others: at the highest dose ratio change, negative = inhibition, actives largely listed as inhibitors | 0.01% of 200,000 active; active = well fitted inhibition curve with a large enough effect in the signal ratio, with a control signal flat, not every such curve was filed as active; inconclusive = small, poorly fitted or top-dose-only effect, or effect the other way, or a change in a side signal; the % refers to the signal ratio; also: % is scaled to controls: 0 for no effect and ±100 for the full control effect
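S3 HeLa cells stably expressing lamin A-EGFP splicing minigene plus DsRed2, 600 cells/well, 48 h compound exposure at 37C. Laser-scanning cytometry; analysed as GFP (500-530 nm)/RFP (575-640 nm) total intensity ratio; 0.5% DMSO vehicle.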
Tau fibril ThT = tau fibrillization inhibition (ThT binding) | recombinant tau K18 P301L, heparin-induced fibrillization, ThT fluorescence | Potency, µM (top dose mostly 57.4 µM), without a hit: at the top dose activity, negative = inhibition, most hits filed as inhibitors | 2.1% of 270,000 active | AID 1460; also: % is scaled to controls: 0 for no effect and ±100 for the full control effect; nearly all actives have a fitted effect of over 55% in size
Target sequence (P10636 561-689 P618L limits assumed): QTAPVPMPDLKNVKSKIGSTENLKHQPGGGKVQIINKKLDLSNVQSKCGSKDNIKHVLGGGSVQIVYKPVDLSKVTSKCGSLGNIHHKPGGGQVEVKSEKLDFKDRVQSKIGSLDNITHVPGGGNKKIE
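Fibril formation assay: tau K18 P301L at 15 uM with trace Alexa 594 label, heparin inducer 20 uM, pH 7 sodium acetate buffer, 37 C for 6 hr; endpoint ThT signal.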
Active calls of the source: *; i = inactive; ? = inconclusive; nt = not tested or not shown; & = joins results of further samples; [ ] = dose if it differs, or a comment. Unless noted, calls follow the shape of the dose curve; as a rule, active = well fitted curve in the direction sought with a large enough effect; inconclusive = small, poorly fitted or top-dose-only effect, or another doubt; inactive = no such curve, though single readings can be large; an effect the other way counts as inactive or inconclusive. Potency is read from the fitted curve at half-maximal effect. This is a subset; the hit share may differ from the screen's.

SMILES	SMN2 splice up	KDM4E inh	KinaseGlo FLuc	RECQ1 inh	ALDH1A1 inh	L3MBTL1 inh	Lamin A splicing	Tau fibril ThT
COC(=O)CC1SC(=O)NC1=Nc1ccc(OC)cc1 (configuration not stated)	-20%	-3%	19%	-8%	-13%	nt	-8%	-11%
CC1=NN(c2nc(-c3ccc(C)cc3)cs2)C(=O)C1N=Nc1ccc2ccccc2c1 (configuration not stated)	-16%	3%	4%	4%	?	-10%	-10%	1.4µM*
CC(Oc1cccc(F)c1)c1ccnc2nc(/N=C/N(C)C)nn12 (configuration not stated)	7%	?	1%	-15%	?	nt	nt	-3%
C[C@H](CC[C@@H]1OC1(C)C)C1CC[C@H]2[C@@H]3CC=C4C[C@@H](O)CC[C@]4(C)[C@H]3CC[C@]12C (some centres not stated)	-8%	nt	nt	i	7%	nt	nt	-4%
CCOC(=O)/C(C(C)=O)=C1/OC(=O)c2ccccc21	6%	-7%	-1%	-8%	19%	nt	-13%	-4%
CCCCCn1c(N2CCC(C(N)=O)CC2)nc2c1c(=O)[nH]c(=O)n2C	-1%	-1%	-3%	-9%	6%	3%	6%	-6%
COc1ccc(-n2nnnc2/C=C/Nc2cc(C(F)(F)F)ccc2OC)cc1	nt	?	nt	i	nt	13%	nt	-16%
COc1ccc(/C=N/NC(=O)c2ccn[nH]2)cc1COc1ccc([N+](=O)[O-])c(C)c1	nt	-13%	nt	-16%	?	-16%	nt	?
COC(=O)[C@@]1(Cc2ccc(F)cc2)[C@H]2c3cc(C(=O)N4CCCC4)n(CCc4ccccn4)c3C[C@H]2CN1C(=O)c1ccccc1	-17%&-7%	-18%&-11%	-1%&-2%	1%&-9%	14%&7%	-3%	-7%	-12%&-14%
COc1ccccc1NS(=O)(=O)c1cc(C)ccc1C	-5%	-3%	-4%	21%	6%	nt	-8%	-10%
COc1cccc(NC(=O)C2CCCN(S(=O)(=O)c3cccc4nsnc34)C2)c1 (configuration not stated)	-5%	-8%	-1%	0%	-1%	nt	-15%	-20%
COc1ccc(CC(=O)NCC2(c3ccc(OC)c(OC)c3)CCCC2)cc1	nt	3%	0%	18%	-4%	7%	2%[46 µM]	0%
CSc1nc(-c2ccccc2)nc(NC(C)=O)c1C(C)=O	15%	8%	1%	-2%	2%	1%	-18%[46 µM]	-2%
CCOc1ccccc1NC(=O)CCN1CCN(S(=O)(=O)c2ccc(Br)cc2)CC1	-22%	-4%	-3%	0%	-8%	1%	-17%	-1%
COc1cc(C2C(C(=O)c3cccs3)=C(O)C(=O)N2Cc2ccco2)cc(OC)c1OC (configuration not stated)	-2%	-17%	-5%	-4%	?	1%	18%	-7%
Cc1cc(C)c(C#N)c(SCC(=O)OC2CCCCC2)n1	?	?	-5%	-4%	28µM*	nt	-1%	?
Cc1ccc(C(=O)c2ccccc2C(=O)O)c(O)c1	-11%	3%	1%	-7%	7%	4%	-3%	0%
COc1ccc(C2=NN(C(=O)CSc3nc4ccccc4s3)C(c3ccc(OC)cc3)C2)cc1 (configuration not stated)	-5%	2%	3%	0%	?	-7%	-10%	-3%
CCO[C@H]1OC(C(=O)N2CCN(Cc3ccccc3)CC2)=C[C@@H](c2coc3ccccc3c2=O)[C@@H]1CCCO	nt	-3%	nt	-23%	-1%	7%	nt	-14%
CN(C)CCCN1C(=O)C(=O)/C(=C(/O)c2ccc(OCc3ccccc3)cc2)C1c1cccnc1 (configuration not stated)	-16%	7%	3%	-18%	?	-1%	2%	-11%

Printed as active in Tau fibril ThT (from the list above):
| structure | SMN2 splice up | KDM4E inh | RECQ1 inh | ALDH1A1 inh | L3MBTL1 inh | Lamin A splicing | Tau fibril ThT |
| --- | --- | --- | --- | --- | --- | --- | --- |
| CC1=NN(c2nc(-c3ccc(C)cc3)cs2)C(=O)C1N=Nc1ccc2ccccc2c1 (configuration not stated) | -16% | 3% | 4% | ? | -10% | -10% | 1.4µM* |

Going on with the list:
SMILES	SMN2 splice up	KDM4E inh	KinaseGlo FLuc	RECQ1 inh	ALDH1A1 inh	L3MBTL1 inh	Lamin A splicing	Tau fibril ThT
O=C(NC1=NCCS1)C1CC(=O)N(c2ccc(F)cc2)C1 (configuration not stated)	-10%	6%	-1%	-3%	4%	nt	4%	-2%
O=C(Nc1cccc(Oc2ccc3c(c2)C(=O)NC3=O)c1)c1cccs1	1%	0%	-1%	-13%	2%	7%	4%	-17%
Cn1cccc1C(C#N)c1ccccc1C#N (configuration not stated)	-16%	-1%	0%	7%	?	19%	16%[46 µM]	-3%
CCOc1ccc(Nc2cc(C)nc(-n3nc(C)cc3C)n2)cc1	-49%[inhibitor]	6%	5%	i	3%	-17%	?	-13%
Cc1nc(NC(=O)CSc2ccccc2N)sc1C	nt	2%	0%	-3%	22µM*	nt	-18%	-15%
O=C(N/N=C/c1ccccc1OCc1ccccc1)c1cccs1	26%	?	-4%	i	?	-3%	?	-2%
COc1cccc(OCc2ccc(C(=O)NCC3CCCO3)cc2)c1 (configuration not stated)	0%	-3%	-4%	i	-6%	-1%	?	0%
COc1ccc(/C=N/Nc2nc(Nc3ccccc3)nc(N3CCCC3)n2)cc1[N+](=O)[O-]	0%	2%	-1%	-11%	-1%	nt	11%[9.22 µM]	?
COc1ccc(NC(=O)c2cc3c([nH]c4ccccc43)c(C)n2)cc1	10%	15%	1%	-11%	14%	4%	-4%	?
O=C(c1ccc2nc3ccc(Cl)cc3c(=O)n2c1)N1CCOCC1	?	-14%	-1%	0%	?	-2%	-1%	-7%
O=C(NCc1ccc2c(c1)OCO2)c1ccc(COc2cccc(Cl)c2)o1	-8%	2%	-2%	-22%	?	nt	?	-11%
Cn1c(SCC(=O)N2CCc3ccccc32)nnc1-c1ccc(S(=O)(=O)N2CCCC2)cc1	24%[1.84 µM]	?	-2%	-4%	?	-3%	-8%	4%
Cc1nc2ccc(Cl)cc2c(-c2ccccc2F)c1CC(=O)O	?	0%	4%	11%	2%	-3%	?	8%
CCc1c(C)nc2ncnn2c1N1CCC(C(=O)Nc2ccccc2)CC1	-35%[inhibitor]	4%	-1%	-10%	0%	-1%	?	-2%
COc1ccc(C(=O)NNC2CC(=O)N(Cc3ccc(Cl)cc3)C2=O)cc1OC (configuration not stated)	20%	-8%	5%	-3%	8%	6%	-11%	1%
CCCC(=O)Nc1ccc(Br)c(Cl)c1	-18%	1%	-3%	-9%	?	nt	?	-2%
Cn1c(Cn2c(=O)sc3ccccc32)nnc1SCC(N)=O	-12%	-8%	0%	i	1%	-4%	1%	-2%
C=CCN=C(NC#N)SCc1ccccc1Cl	nt	-2%	nt	-3%	?	1%	0%	-11%
O=C(Cc1cccc2ccccc12)Nc1ccc2c(c1)C(=O)NC2=O	4%	-24%	0%	i	-15%	10%	?	-10%
C=CCN(c1ccc(C(N)=O)cc1)S(C)(=O)=O	19%	-2%	1%	-5%	12%	nt	-4%	-14%

Ordered by molar mass (highest first): eleven of the compounds above.
SMILES	SMN2 splice up	KDM4E inh	KinaseGlo FLuc	RECQ1 inh	ALDH1A1 inh	L3MBTL1 inh	Lamin A splicing	Tau fibril ThT
Cn1c(SCC(=O)N2CCc3ccccc32)nnc1-c1ccc(S(=O)(=O)N2CCCC2)cc1	24%[1.84 µM]	?	-2%	-4%	?	-3%	-8%	4%
COc1ccc(/C=N/Nc2nc(Nc3ccccc3)nc(N3CCCC3)n2)cc1[N+](=O)[O-]	0%	2%	-1%	-11%	-1%	nt	11%[9.22 µM]	?
COc1cccc(OCc2ccc(C(=O)NCC3CCCO3)cc2)c1 (configuration not stated)	0%	-3%	-4%	i	-6%	-1%	?	0%
O=C(N/N=C/c1ccccc1OCc1ccccc1)c1cccs1	26%	?	-4%	i	?	-3%	?	-2%
O=C(Cc1cccc2ccccc12)Nc1ccc2c(c1)C(=O)NC2=O	4%	-24%	0%	i	-15%	10%	?	-10%
CCOc1ccc(Nc2cc(C)nc(-n3nc(C)cc3C)n2)cc1	-49%[inhibitor]	6%	5%	i	3%	-17%	?	-13%
O=C(NC1=NCCS1)C1CC(=O)N(c2ccc(F)cc2)C1 (configuration not stated)	-10%	6%	-1%	-3%	4%	nt	4%	-2%
Cc1nc(NC(=O)CSc2ccccc2N)sc1C	nt	2%	0%	-3%	22µM*	nt	-18%	-15%
CCCC(=O)Nc1ccc(Br)c(Cl)c1	-18%	1%	-3%	-9%	?	nt	?	-2%
C=CCN=C(NC#N)SCc1ccccc1Cl	nt	-2%	nt	-3%	?	1%	0%	-11%
Cn1cccc1C(C#N)c1ccccc1C#N (configuration not stated)	-16%	-1%	0%	7%	?	19%	16%[46 µM]	-3%

Further entries:
SMILES	SMN2 splice up	KDM4E inh	KinaseGlo FLuc	RECQ1 inh	ALDH1A1 inh	L3MBTL1 inh	Lamin A splicing	Tau fibril ThT
N/C(=N\OC(=O)c1ccccc1[N+](=O)[O-])c1ccccn1	-5%	1%	-5%	-7%	6%	nt	nt	2%
Fc1ccc(CNn2cnnc2SCc2ccc(F)cc2)cc1	-31%	-4%	0%	0%	5%	6%	-13%	1%
C1=C(c2ccccc2)Nc2nnnn2C1	31%	-2%	-2%	-12%	?	nt	-5%	-5%
CC(=O)c1ccc2c(c1)c1ccccc1n2CC(C)C	-7%	24%	1%	-9%	?	nt	4%	-8%
Clc1cccc(Cl)c1CSc1nnc([C@@H]2CCCN2)o1	nt	-1%	nt	-5%	nt	-6%	nt	-9%
CCC1CCCCN1S(=O)(=O)c1ccc(S(=O)(=O)N2CCN(S(=O)(=O)CC)CC2)cc1 (configuration not stated)	5%	1%	-2%	-8%	2%	nt	-7%	4%
CC1CCCN(C(=O)Nc2ccc(Br)cc2Cl)C1 (configuration not stated)	?	-2%	1%	i	3%	64%[activator]	nt	9%
O=[N+]([O-])c1cccc2ccc(/C=C/c3ccc(C(F)(F)F)cc3)nc12	0%	-3%	0%	0%	1%	0%	?	6%
CCCn1c(CN(C)Cc2ccccc2)nc2c1c(=O)n(C)c(=O)n2C	-87%[inhibitor]	8%	1%	-8%	-6%	-6%	?	-7%

Source: PubChem BioAssay (National Center for Advancing Translational Sciences (NCATS))
